Screening data from PubChem BioAssay.
Yeast life ext: extends the lifespan of yeast | S. cerevisiae growth with nicotinamide, OD615; deaD strain in restrictive glucose medium | inhibition of the nicotinamide effect, % at 10 µM | AID 775 | 130,000 compounds, 0.68% hits;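 active = inhibition above a set limit, placed 3 SD over the median of all compounds, cut at about 26% in these data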;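 also: 0% = nicotinamide-treated wells and 100% = cells grown without nicotinamide; some compounds called inactive have numbers as strong as hits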
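Assay system: engineered S. cerevisiae DeaD replicative-lifespan strain, galactose-grown log-phase cells; medium: restrictive CSMM-D dextrose medium; also added: nicotinamide, 1.5 mM, co-present with compound; schedule: 48 h compound exposure at 30 °C, humidified; detection: absorbance at 615 nm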
E-sel TNF inh: TNF alpha driven E-selectin expression inhibition. inhibition, % at 2 µM. HUVEC TNFa-induced E-selectin immunofluorescence, high content. 120,000 compounds, 0.71% hits;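 active = inhibition above the batch mean plus 3 SD, and confirmed as a hit on visual image review, cut at about 43% in these data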;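 also: 0% = TNF-stimulated DMSO wells and 100% = unstimulated control wells; not every result past the cut was called active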
BB579 growth dn: reduces growth of yeast BB579 in restrictive medium. S. cerevisiae BB579 growth, OD615, 48 h. inhibition, % at 10 µM. 140,000 compounds, 0.51% hits;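 active = inhibition above a set limit, 3 SD over the mean compound inhibition, cut at about 44% in these data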; also: inactives centre near -24
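System: DeaD yeast strain BB579; buffer or medium: CSMM-D dextrose restrictive medium; technique: OD at 615 nm; schedule: 4 h cell preincubation, 48 h compound exposure, 30 °C humidified; doses: single 10 µM dose; controls: amphotericin B 10 µg/mL, positive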
MRP1 act: MRP-1 activation. 140,000 compounds, 0.61% hits. H69AR cells + doxorubicin, viability rescue, CellTiter-Glo. AID 799. viability increase, % at 10 µM;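 active = viability gain under doxorubicin at or above a set limit, the compound median plus 3 SD, cut at about 4.7% in these data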;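 also: MRP-1 overexpressing cells given doxorubicin 25 µM after compound pretreatment; 18-22 h compound pretreatment then 72 h with doxorubicin before readout; 0% = doxorubicin-only wells and 100% = vehicle-treated cells without doxorubicin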
Measles CPE: protection of cells from measles virus; Measles virus-infected cells, CPE protection, absorbance; 140,000 compounds, 1.5% hits; AID 841; protection (pct of control), % at 4 µM; in the data active = protection mostly above about 24%, no sharp cut-off; inactive = mostly below about 26%; also: some compounds called inactive have numbers as strong as hits
GALR2 blocker: blocks the human galanin receptor 2; O43603; GALR2-expressing cells, antagonist mode; inhibition, % at 4 µM; 140,000 compounds, 0.39% hits; AID 828; in the data active = inhibition above about 27%;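 also: cells stimulated with galanin 1-16 at roughly its EC80; 0% = agonist challenge control and 100% = basal control without agonist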
Target sequence (O43603 whole entry, looked up): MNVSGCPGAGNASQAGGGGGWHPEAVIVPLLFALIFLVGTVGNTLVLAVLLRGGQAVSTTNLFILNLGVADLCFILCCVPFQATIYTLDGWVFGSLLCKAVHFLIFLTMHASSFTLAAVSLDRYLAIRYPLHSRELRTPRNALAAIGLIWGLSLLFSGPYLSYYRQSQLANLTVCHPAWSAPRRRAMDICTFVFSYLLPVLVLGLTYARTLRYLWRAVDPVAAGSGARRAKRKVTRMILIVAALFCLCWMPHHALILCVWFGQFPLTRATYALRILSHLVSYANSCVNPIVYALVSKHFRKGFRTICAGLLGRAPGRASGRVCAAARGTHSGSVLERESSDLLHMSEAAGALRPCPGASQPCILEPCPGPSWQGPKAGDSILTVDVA
PTEN del growth: PTEN-deleted cell growth suppression; HCT116 PTEN-null viability, CellTiter-Glo, 60 h; hits give low values; viability, % at 10 µM; 140,000 compounds, 1.2% hits; AID 827;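 active = viability at or below a set limit, 4 SD under the median of all tested compounds, cut at about 3.7% in these data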;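 also: PTEN knockout HCT116 line with beta catenin targeted HCT116 as companion control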
Phagocytosis inh: inhibitors of macrophage phagocytosis. 110,000 compounds, 0.07% hits. inhibition, % at 5 µM. J774A.1 macrophage IgG-bead phagocytosis, imaging;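 active = inhibition above the mean of the plate negative controls plus 5 SD, cut at about 13% in these data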;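 also: phagocytic index as fraction of beads internalized from green versus red external bead signal; plate controls were DMSO negative control for no effect and cytochalasin-D positive control for full effect; some results beyond the cut were filed as inactive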
NPY-Y2 antag: NPY-Y2 (human) receptor antagonism; P49146; NPY-Y2 expressing cells, antagonist mode; inhibition, % at 2.7 µM; 140,000 compounds, 0.99% hits; in the data active = inhibition above about 17%;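 also: 0% = vehicle with agonist challenge and 100% = reference antagonist with challenge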
Target sequence (P49146 whole entry, looked up): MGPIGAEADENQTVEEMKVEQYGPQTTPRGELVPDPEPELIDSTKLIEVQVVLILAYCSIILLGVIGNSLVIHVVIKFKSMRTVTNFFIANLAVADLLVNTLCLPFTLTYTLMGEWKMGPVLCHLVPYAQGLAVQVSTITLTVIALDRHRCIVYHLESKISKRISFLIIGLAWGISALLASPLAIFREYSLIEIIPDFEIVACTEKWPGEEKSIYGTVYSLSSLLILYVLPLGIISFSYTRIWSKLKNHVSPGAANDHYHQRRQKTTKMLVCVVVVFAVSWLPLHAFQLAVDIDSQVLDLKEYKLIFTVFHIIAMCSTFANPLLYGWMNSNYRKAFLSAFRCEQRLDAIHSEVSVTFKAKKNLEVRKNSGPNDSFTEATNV
HCT116 bCat-KO: beta-catenin-lacking colon tumor cell growth suppression | 140,000 compounds, 1.5% hits | viability, % at 10 µM | AID 818 | HCT116 beta-catenin knockout viability, CellTiter-Glo, 60 h; hits give low values;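 active = viability at or under a set limit, the compound median less 4 SD, cut at about 6% in these data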;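 also: 0% = Hyamine 1622 control at 20 µM and 100% = untreated cell control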
Numbers without * were called inactive. Compounds as they come; about 6.2% have a hit in one of these screens.

Screening O=C(OCc1c(Cl)cccc1Cl)c1cccnc1Cl returned Yeast life ext -12, E-sel TNF inh 0, BB579 growth dn -10, MRP1 act -0.5, Measles CPE 9, GALR2 blocker 3, PTEN del growth 88, Phagocytosis inh -1, NPY-Y2 antag 10 and HCT116 bCat-KO 86.
Cn1c(=O)oc2cc(S(=O)(=O)N3CCC(C(=O)NCc4ccc(F)cc4)CC3)ccc21 was read as Yeast life ext -7, BB579 growth dn -8, MRP1 act -0.6, Measles CPE 5, GALR2 blocker -5, PTEN del growth 95, Phagocytosis inh 0, NPY-Y2 antag 0 and HCT116 bCat-KO 94.
Screening C=CCNC(=S)NNC(=O)COc1ccc(Br)cc1 returned Yeast life ext 1, BB579 growth dn -36, MRP1 act 6.4*, Measles CPE 13, GALR2 blocker 1, PTEN del growth 92, Phagocytosis inh -10, NPY-Y2 antag 2 and HCT116 bCat-KO 93.
Screening CC1=C(C(N)=O)C(c2cccs2)n2nc(-c3cccc(C)c3)nc2N1 (stereo not given) returned Yeast life ext -16, E-sel TNF inh -15, BB579 growth dn -9, MRP1 act -3.7, Measles CPE 7, GALR2 blocker -1, PTEN del growth 81, NPY-Y2 antag 2 and HCT116 bCat-KO 98.
For Nc1ncc(Br)cc1N=Cc1ccccc1 the results were Yeast life ext 3, BB579 growth dn -21, MRP1 act 0.7, Measles CPE 17, GALR2 blocker 5, PTEN del growth 72, Phagocytosis inh 3, NPY-Y2 antag 3 and HCT116 bCat-KO 74.
COc1ccc(/C=C/C(=O)NC(=S)NNC(=O)c2c(-c3ccccc3)noc2C)cc1 was read as Yeast life ext 9, E-sel TNF inh 6, BB579 growth dn -20, MRP1 act -1.8, Measles CPE 10, GALR2 blocker -4, PTEN del growth 31, Phagocytosis inh -4, NPY-Y2 antag 1 and HCT116 bCat-KO 31.
`CN1CCc2c(sc(/N=C/c3cccs3)c2C(N)=O)C1` gave Yeast life ext -13, E-sel TNF inh 4, BB579 growth dn -59, MRP1 act -2.2, Measles CPE 8, GALR2 blocker 10, PTEN del growth 94, Phagocytosis inh -1, NPY-Y2 antag 0 and HCT116 bCat-KO 94.
Screening O=C(COC(=O)/C=C/c1cn(-c2ccccc2)nc1-c1cccnc1)Nc1ccc(Cl)cc1Cl returned Yeast life ext -4, BB579 growth dn -21, MRP1 act -0.6, Measles CPE 0, GALR2 blocker 3, PTEN del growth 90, Phagocytosis inh -10, NPY-Y2 antag 3 and HCT116 bCat-KO 96.
`O=C(CSc1nnc(CNc2ccccc2)o1)N1CCc2ccccc21` gave Yeast life ext -5, E-sel TNF inh -1, BB579 growth dn -11, MRP1 act -1.1, Measles CPE 7, GALR2 blocker 2, PTEN del growth 95, Phagocytosis inh 0, NPY-Y2 antag 5 and HCT116 bCat-KO 94.
For Cn1c(SC/C=C/c2ccccc2)nnc1-c1cccs1 the results were E-sel TNF inh 28, BB579 growth dn -26, MRP1 act -1.3, Measles CPE 10, GALR2 blocker -2, PTEN del growth 89, NPY-Y2 antag 7 and HCT116 bCat-KO 94.
For CC(C)Nc1nc(NC(C)C)nc(OCCOC(=O)c2ccccc2)n1 the results were Yeast life ext 2, E-sel TNF inh -6, BB579 growth dn -46, MRP1 act -0.7, Measles CPE 15, GALR2 blocker -4, PTEN del growth 95, Phagocytosis inh 1, NPY-Y2 antag 3 and HCT116 bCat-KO 91.
C(=N/Nc1nc(-c2ccccc2)cc(-c2ccccc2)n1)/c1cccnc1 was read as Yeast life ext -7, E-sel TNF inh 15, BB579 growth dn -40, MRP1 act -4.2, Measles CPE 9, GALR2 blocker -31, PTEN del growth 29, Phagocytosis inh -2, NPY-Y2 antag 4 and HCT116 bCat-KO 34.
For Cc1cc(C)nc(NC(=O)Cc2ccc([N+](=O)[O-])cc2)c1 the results were Yeast life ext -5, BB579 growth dn 5, MRP1 act -2.0, Measles CPE 12, GALR2 blocker 6, PTEN del growth 91, Phagocytosis inh -4, NPY-Y2 antag 2 and HCT116 bCat-KO 99.
Screening CCOC(=O)C(C)Sc1ncnc2nc[nH]c12 (stereo not given) returned E-sel TNF inh -4, BB579 growth dn -6, MRP1 act 1.1, Measles CPE 19, GALR2 blocker -5, PTEN del growth 99, NPY-Y2 antag 0 and HCT116 bCat-KO 96.
CC(C)CC(NC(=O)c1ccc(Cl)cc1)C(=O)OCC(=O)c1ccc2c(c1)NC(=O)CO2 (stereo not given) was read as Yeast life ext -8, E-sel TNF inh -19, BB579 growth dn -28, MRP1 act -2.7, Measles CPE 10, GALR2 blocker 0, PTEN del growth 65, Phagocytosis inh -1, NPY-Y2 antag 2 and HCT116 bCat-KO 69.
Screening CC/C(O)=C1\C(=O)CC(C)(C)CC1=Nc1ccccc1C returned Yeast life ext 5, E-sel TNF inh 3, BB579 growth dn -43, MRP1 act -1.5, Measles CPE 3, GALR2 blocker 4, PTEN del growth 97, Phagocytosis inh -5, NPY-Y2 antag 2 and HCT116 bCat-KO 104.
`Nc1nc(CN2CCN(c3ccccc3F)CC2)nc(Nc2ccccc2)n1` gave Yeast life ext -14, E-sel TNF inh 14, BB579 growth dn 13, MRP1 act -1.4, Measles CPE 4, GALR2 blocker -3, PTEN del growth 92, Phagocytosis inh -1, NPY-Y2 antag 2 and HCT116 bCat-KO 93.
O=C(Nc1ccc(Cl)cc1)OCCn1nnnc1C(c1ccccc1)N1CCOCC1 (stereo not given) was read as Yeast life ext -13, E-sel TNF inh 11, BB579 growth dn -68, MRP1 act -2.1, Measles CPE 27, GALR2 blocker 2, PTEN del growth 92, Phagocytosis inh 4, NPY-Y2 antag 8 and HCT116 bCat-KO 85.
For COc1cc(NC(=O)C2CCCN(S(=O)(=O)c3ccc4c(c3)oc(=O)n4C)C2)cc(OC)c1 (stereo not given) the results were Yeast life ext -9, E-sel TNF inh 0, BB579 growth dn -28, MRP1 act -1.8, Measles CPE 4, GALR2 blocker -4, PTEN del growth 107, Phagocytosis inh 0, NPY-Y2 antag 1 and HCT116 bCat-KO 99.
For CC1=C(C(=O)OC(C)C)C(c2ccsc2)NC(=O)N1C (stereo not given) the results were E-sel TNF inh 10, BB579 growth dn -13, MRP1 act -0.6, Measles CPE 2, GALR2 blocker 8, PTEN del growth 87, NPY-Y2 antag 0 and HCT116 bCat-KO 92.
For CCOc1cccc(-n2nnnc2-c2ccc(OC)cc2)c1 the results were Yeast life ext 3, E-sel TNF inh -28, BB579 growth dn -18, MRP1 act -4.5, Measles CPE 12, GALR2 blocker 0, PTEN del growth 23, Phagocytosis inh 0, NPY-Y2 antag 3 and HCT116 bCat-KO 16.
Screening [N-]=[N+]=CC(=O)C(Cc1ccccc1)N1C(=O)c2ccccc2C1=O (stereo not given) returned Yeast life ext 34*, E-sel TNF inh -40, BB579 growth dn -12, MRP1 act 0.7, Measles CPE 9, GALR2 blocker 2, PTEN del growth 100, Phagocytosis inh 0, NPY-Y2 antag 4 and HCT116 bCat-KO 91.
C/C(=N\OCC(=O)Nc1ccc(OC(F)(F)F)cc1)c1ccc2c(c1)OCCO2 was read as Yeast life ext 6, E-sel TNF inh -5, BB579 growth dn -7, MRP1 act -1.0, Measles CPE 4, GALR2 blocker 1, PTEN del growth 84, Phagocytosis inh -1, NPY-Y2 antag 12 and HCT116 bCat-KO 84.
Screening O=C(C(NS(=O)(=O)c1cccc2nsnc12)c1ccccc1)N1CCN(c2ccccn2)CC1 (stereo not given) returned Yeast life ext -4, BB579 growth dn -29, MRP1 act -1.9, Measles CPE 5, GALR2 blocker -7, PTEN del growth 86, NPY-Y2 antag 2 and HCT116 bCat-KO 98.
`CCn1c(C)cc(/C=C2\NC(=O)N(Cc3ccccc3)C2=O)c1C` gave Yeast life ext -4, E-sel TNF inh -44, BB579 growth dn -36, MRP1 act 0.5, Measles CPE 4, GALR2 blocker 18, PTEN del growth 88, Phagocytosis inh -1, NPY-Y2 antag 1 and HCT116 bCat-KO 93.
Screening COC(=O)c1ccc(OCC(=O)c2ccccc2OC)cc1 returned Yeast life ext -27, E-sel TNF inh 4, BB579 growth dn -37, MRP1 act -0.9, Measles CPE 5, GALR2 blocker 7, PTEN del growth 83, Phagocytosis inh 0, NPY-Y2 antag 7 and HCT116 bCat-KO 90.
For CC1(C)CC2CC(C)(CN2S(=O)(=O)c2ccc(N)cc2)C1 (stereo not given) the results were Yeast life ext -18, E-sel TNF inh 3, BB579 growth dn -40, MRP1 act -3.6, Measles CPE 48, GALR2 blocker -12, PTEN del growth 89, Phagocytosis inh 0, NPY-Y2 antag 2 and HCT116 bCat-KO 85.
COc1ccc(C(=O)c2cnc3cc4c(cc3c2C)OCO4)cc1 was read as Yeast life ext -9, E-sel TNF inh -4, BB579 growth dn -28, MRP1 act -0.9, Measles CPE 17, GALR2 blocker 1, PTEN del growth 89, Phagocytosis inh 0, NPY-Y2 antag 3 and HCT116 bCat-KO 102.
For COc1cc(NS(=O)(=O)c2ccc(OC)c(C)c2C)c(OC)cc1Cl the results were Yeast life ext -31, E-sel TNF inh 15, BB579 growth dn -25, MRP1 act -4.3, Measles CPE 4, GALR2 blocker 8, PTEN del growth 10, Phagocytosis inh 11, NPY-Y2 antag 11 and HCT116 bCat-KO 11.
For Cc1ccc(NC(=O)CC2C(=O)N(Cc3ccccc3)C(=S)N2NC(=O)c2ccccc2)c(C)c1 (stereo not given) the results were Yeast life ext 0, E-sel TNF inh -12, BB579 growth dn -30, MRP1 act -3.7, Measles CPE 11, GALR2 blocker -9, PTEN del growth 77, Phagocytosis inh -8, NPY-Y2 antag 0 and HCT116 bCat-KO 80.
For Cc1cccc(-n2c3nc(=O)[nH]c(=O)c-3cc3c(C)nn(-c4ccccc4)c32)c1 the results were Yeast life ext 1, E-sel TNF inh 7, BB579 growth dn -13, MRP1 act -0.7, Measles CPE 4, GALR2 blocker 7, PTEN del growth 95, Phagocytosis inh -7, NPY-Y2 antag -2 and HCT116 bCat-KO 89.
Screening O=C(c1ccc(N2C(=O)CCC2=O)cc1)N1CCOCC1 returned Yeast life ext -3, E-sel TNF inh -26, BB579 growth dn -50, MRP1 act -0.9, Measles CPE 9, GALR2 blocker 4, PTEN del growth 96, Phagocytosis inh 1, NPY-Y2 antag 0 and HCT116 bCat-KO 102.
For CC(=O)Nc1ccc(NC(=O)Cc2sc(C)nc2-c2ccc(C)cc2)cc1 the results were Yeast life ext -4, BB579 growth dn -3, MRP1 act 2.8, Measles CPE 40, GALR2 blocker 1, PTEN del growth 98, Phagocytosis inh -4, NPY-Y2 antag 0 and HCT116 bCat-KO 96.
Screening Cc1ccc(-n2nnnc2C(Cl)c2nnnn2-c2ccc(C)cc2)cc1 returned Yeast life ext 25, BB579 growth dn 13, MRP1 act -6.1, Measles CPE 4, GALR2 blocker 4, PTEN del growth 1.1*, Phagocytosis inh -1, NPY-Y2 antag 15 and HCT116 bCat-KO 1.6*.
`CN1CCN(C(=S)Nc2cc([N+](=O)[O-])ccc2Cl)CC1` gave Yeast life ext 45*, BB579 growth dn -21, MRP1 act -1.8, Measles CPE 22, GALR2 blocker -1, PTEN del growth 101, Phagocytosis inh -9, NPY-Y2 antag 1 and HCT116 bCat-KO 91.
